High-throughput results: PubChem, NCI
All columns: NCI-60 one-dose screen, growth in % after 48 h at 10 µM unless noted; 100 = growth as untreated, 0 = no growth, -100 = all killed.
NCI-H460 = NCI-H460 lung cancer. 82,000 tested, 6.8% active
NCI-H322M = NCI-H322M lung cancer | AID 1794733 | 80,000 tested, 2.7% active
NCI/ADR-RES = NCI/ADR-RES ovarian cells; 81,000 tested, 4.4% active
NCI-H226 = NCI-H226 lung cancer; 79,000 tested, 3.5% active; AID 1794732
COLO 205 = COLO 205 colon cancer. 79,000 tested, 7.3% active
KM12 = KM12 colon cancer cells; 82,000 tested, 5% active; AID 1794800
NCI-H23 = NCI-H23 lung cancer | 80,000 tested, 4% active | AID 1794731
NCI-H522 = NCI-H522 lung cancer. 78,000 tested, 8% active. AID 1794739
IGROV1 = IGROV1 ovarian cancer; 79,000 tested, 4.7% active; AID 1794786
The depositor's hits bear a star; · = no result given; & = joins results of further samples. Rule for the calls: active = growth percent below 10; inactive = the rest.

SMILES | NCI-H460 | NCI-H322M | NCI/ADR-RES | NCI-H226 | COLO 205 | KM12 | NCI-H23 | NCI-H522 | IGROV1
O=CC(O)C1OC(=O)C(O)C1O (stereo not drawn) | 99 | 98 | 90 | 106 | 105 | 99 | 100 | 100 | 109
C=C(C[n+]1ccccc1)[C@@H]1CC[C@]2(CO)CC[C@]3(C)[C@H](CC[C@@H]4[C@@]5(C)CC[C@H](O)C(C)(C)[C@@H]5CC[C@]43C)[C@@H]12 | 95 | 81 | 96 | 100 | 76 | 90 | 99 | 67 | 87
COC(=O)c1cccc(-n2cc([C@]3(OC(C)=O)CC[C@H]4[C@@H]5CCC6=CC(=O)CC[C@@H]6[C@H]5CC[C@@]43C)nn2)c1 | 96 | 95 | 96 | 93 | 115 | · | 97 | 76 | 96
C#CCC(C(=O)OCC)C(=O)OCC | 109 | 100 | 105 | 98 | 105 | 106 | 100 | 99 | 117
O=C(/C=C\c1ccc(O)cc1)c1ccccc1 | 113 | 101 | 101 | 107 | 98 | 71 | 102 | -31* | 87
CCOC(=O)c1c(C)nc2c(c1N)/C(=C/c1ccc(OC)cc1)C(=O)N2CCc1ccc(OC)c(OC)c1 | 97 | 103 | 85 | 88 | 80 | 69 | 95 | 40 | 98
CCOc1ccc(NC(C)=O)c([N+](=O)[O-])c1 | 105&107 | 98&103 | 97&107 | 105&97 | 128&107 | 99&103 | 93&94 | 98&83 | 98&103
COc1ccc(C(=O)/C=C/c2ccccc2)cc1S(=O)(=O)NNC(=O)c1ccncc1 | 102 | 94 | 104 | 103 | 117 | 94 | 96 | 91 | 101
Cn1c(=O)c2[nH]c(SCC(=O)c3ccc([N+](=O)[O-])cc3)nc2n(C)c1=O | 111 | 108 | 110 | · | 122 | 96 | 103 | 98 | 109
c1cn2cc(-c3ccsc3)nc(-c3ccc4ncn(C5CCCCC5)c4c3)c2n1 | 106 | 94 | 81 | 94 | 101 | 94 | 87 | 90 | 95
O=P(c1ccccc1)(c1ccccc1)C(O)c1ccncc1 (stereo not drawn) | 106 | 88 | 102 | 96 | 102 | 106 | 101 | 72 | 95
CCCN1C(=O)CC(c2ccc(OC)c(OC)c2)C1=O (stereo not drawn) | 108 | 97 | 103 | 105 | 109 | 99 | 100 | · | 97
CCC(O)c1ccc(N)cc1 (stereo not drawn) | 127 | 116 | 101 | 106 | 139 | 105 | 94 | 103 | 112
COc1ccc(C(=O)/C=C/c2c(C)nn(-c3ccccc3)c2N2CCOCC2)cc1 | 87 | 87 | 75 | 85 | 98 | 91 | 93 | · | 96
N#CC(C#N)=CNC(=S)Nc1ccc(S(=O)(=O)Nc2nccs2)cc1 | 104 | 112 | 103 | 93 | 104 | 104 | 96 | 100 | 107
O=C(CCCCCCN1CC(=O)N2[C@@H](c3ccc(Cl)c(Cl)c3)c3[nH]c4ccccc4c3C[C@H]2C1=O)NO | 39 | 54 | 93 | 85 | 59 | 70 | 54 | 18 | -10*
CNC1=C([N+](=O)[O-])C(c2ccc(C#N)cc2)C(C#N)=C(c2ccc[nH]2)O1 (stereo not drawn) | 109 | 98 | 102 | 102 | 113 | 102 | 103 | 95 | 97
CCOC(=O)c1cnn(-c2ccc(S(N)(=O)=O)cc2)c1N | 104 | 100 | 96 | 92 | 140 | 122 | 95 | 96 | 98
C=CCn1c(SCC(=O)Nc2ccc(C(=O)/C=C/c3ccc(OC)cc3)cc2)nnc1-c1cc(OC)c(OC)c(OC)c1 | 88 | 92 | 75 | 70 | 81 | 63 | 88 | 62 | 94
CCC(=O)c1cc2c(cc1C)C(C)(C)CCC2(C)C | 111 | 99 | 97 | 101 | 109 | 105 | 95 | 94 | ·
COC(=O)c1c(C(=O)OC)c(-c2ccc(Cl)c(Cl)c2)n2c1CCC2 | · | 90 | 84 | 95 | 104 | 100 | 92 | 71 | 95
COc1ccc(-c2nn(CC(=O)N3CCCC3)c3ncnc(N)c23)cc1 | 103 | 96 | 99 | 96 | 103 | 99 | 92 | 93 | 81
Nc1ccc(-c2nn3c(CCC(=O)c4nc5ncccc5[nH]4)nnc3s2)c(O)c1 | 93 | 88 | 94 | · | 100 | 99 | 83 | 81 | 71
Cc1[nH]c(-c2cccc(N)c2)c2c1C(=O)CCCC2 | 86 | 75 | 71 | 77 | 57 | 70 | 77 | 52 | 53
COC(=O)C(c1ccccc1)C(Cl)(Cl)Cl (stereo not drawn) | 107 | 112 | 97 | 107 | 119 | 108 | 89 | 73 | 74
COCOc1ccc2c(=O)c(C)c(C(=O)N[C@@H](Cc3ccccc3)C(O)C(=O)NCCc3ccc(OC)cc3)oc2c1 (stereo partly drawn) | 133 | 103 | 107 | 110 | 139 | 108 | 109 | 98 | 122
O=C(O)/C=C\c1cccc([N+](=O)[O-])c1 | 93 | 96 | 109 | 104 | 103 | 104 | 107 | 97 | 108
CSc1nc(N)c2c(n1)NC(c1ccc(Cl)cc1)CC(c1ccc3c(c1)OCO3)=N2 (stereo not drawn) | 81 | 83 | 78 | 73 | 107 | 68 | 68 | 82 | 40
CCCCCCCCCCCCNC(=O)[C@H]1CSC(c2ccsc2)N1 (stereo partly drawn) | -80* | 3.6* | -61* | -74* | 84 | -93* | -53* | 33 | -67*
Cc1cc(O)c(C=NC(=S)c2ccncc2)c(=O)o1 | 111 | 109 | 98 | 99 | 107 | 104 | 96 | 95 | 111

5 entries from above, with two lines to a compound:
Values run as follows: NCI-H460	NCI-H322M	NCI/ADR-RES	NCI-H226	COLO 205	KM12	NCI-H23	NCI-H522	IGROV1
COC(=O)C(c1ccccc1)C(Cl)(Cl)Cl (stereo not drawn)
→ 107	112	97	107	119	108	89	73	74
COCOc1ccc2c(=O)c(C)c(C(=O)N[C@@H](Cc3ccccc3)C(O)C(=O)NCCc3ccc(OC)cc3)oc2c1 (stereo partly drawn)
→ 133	103	107	110	139	108	109	98	122
O=C(O)/C=C\c1cccc([N+](=O)[O-])c1
→ 93	96	109	104	103	104	107	97	108
CSc1nc(N)c2c(n1)NC(c1ccc(Cl)cc1)CC(c1ccc3c(c1)OCO3)=N2 (stereo not drawn)
→ 81	83	78	73	107	68	68	82	40
CCCCCCCCCCCCNC(=O)[C@H]1CSC(c2ccsc2)N1 (stereo partly drawn)
→ -80*	3.6*	-61*	-74*	84	-93*	-53*	33	-67*

Going on with the list.
SMILES | NCI-H460 | NCI-H322M | NCI/ADR-RES | NCI-H226 | COLO 205 | KM12 | NCI-H23 | NCI-H522 | IGROV1
CC1CC(NC(N)=O)NC(=O)N1 (stereo not drawn) | 110 | 106 | 108 | 95 | · | 105 | 108 | 100 | 114
C=C(C)[C@@H]1CC2Cc3c(C)cc(C)cc3N1O2 (stereo partly drawn) | 106 | 109 | 105 | 98 | 100 | 104 | 109 | 94 | 113
COc1ccc(C(=O)Nc2c(Cl)cccc2Cl)cc1OC | 100 | 102 | 101 | 97 | 124 | 107 | 100 | 102 | 105
CC12C(=O)OC(=O)C1C1c3ccccc3C2c2ccccc21 (stereo not drawn) | 108 | 98 | 107 | 98 | 109 | 95 | 101 | 96 | 112
COC(=O)C1NC(=S)N(c2ccccc2)C1/C=C/c1ccccc1 (stereo not drawn) | 108 | 113 | 102 | 108 | 107 | 106 | 96 | 92 | 114
CC(C)C1=CC2=CC[C@H]3C(C)(C)CC(=O)C[C@]3(C)[C@H]2CC1 | 100 | 108 | 107 | 90 | 127 | 103 | 101 | 66 | 111
CCN(CC)CC(O)CCNc1ccnc2cc(Cl)ccc12 (stereo not drawn) | 112 | 96 | 117 | 110 | 96 | 102 | · | 98 | 92
CN1CCC(N)(C(=O)O)CC1 | 104 | 110 | 102 | 98 | 117 | 111 | 116 | 102 | 118
Cc1cc(Cl)cc(Cc2cc(Cl)cc(C)c2O)c1O | 6.8* | 18 | -11* | 92 | 101 | -5.9* | 0.3* | -7.5* | 33
OB(O)c1ccccc1 | 110 | 111 | 104 | 105 | 116 | 107 | · | 103 | 114
CCOC(=O)c1ccc2n1CCc1cnc(NC3CCCCC3)nc1-2 | 100 | 101 | 97 | 86 | 109 | 100 | 100 | 87 | 102
OCCN1CSC(=S)NCCNC(=S)SC1 | 101 | 109 | 98 | 96 | 98 | 109 | 96 | 89 | 121
O=C(O)c1cccc(I)c1C(=O)O | 107 | 100 | 104 | 99 | 108 | 102 | 100 | 96 | 101
COc1cc(-c2nn(-c3cccc(F)c3)cc2C(=O)O)ccc1O | 107 | 99 | 88 | 99 | 119 | 87 | 87 | 75 | 99
O=C1NC(=O)C(c2ccccc2)(c2ccccc2)N1S(=O)(=O)c1ccccc1 | 100 | 114 | · | 97 | 106 | 97 | 106 | 110 | 119
Cc1nc(N)nc(N)c1-c1ccc([N+](=O)[O-])cc1 | 39 | 111 | 108 | 107 | 130 | 102 | 102 | 114 | 96
CCNc1nc2ccccc2c2c(=O)c3cccc(C)c3sc12 | 90 | 88 | 100 | 82 | 88 | 81 | 82 | 86 | 69
O=C1c2ccccc2C(=O)N1CN1CCOCC1 | 99 | 100 | 106 | 91 | 122 | 106 | 104 | 120 | 85
CCOC(=O)C(NC(C)=O)C(=O)OCC | 108 | 110 | 105 | 112 | 111 | 109 | 104 | 116 | 106
Clc1ccc(-c2nnc(COc3ccccc3Cl)o2)cc1 | 83 | 77 | 67 | 94 | 91 | 82 | 81 | 71 | 84

One compound at a time (already shown). Screens in order: NCI-H460, NCI-H322M, NCI/ADR-RES, NCI-H226, COLO 205, KM12, NCI-H23, NCI-H522, IGROV1
Record of COc1cc(-c2nn(-c3cccc(F)c3)cc2C(=O)O)ccc1O : 107, 99, 88, 99, 119, 87, 87, 75, 99
Record of Cc1nc(N)nc(N)c1-c1ccc([N+](=O)[O-])cc1 : 39, 111, 108, 107, 130, 102, 102, 114, 96
Record of O=C(O)c1cccc(I)c1C(=O)O : 107, 100, 104, 99, 108, 102, 100, 96, 101
Record of O=C1NC(=O)C(c2ccccc2)(c2ccccc2)N1S(=O)(=O)c1ccccc1 : 100, 114, ·, 97, 106, 97, 106, 110, 119
Record of Clc1ccc(-c2nnc(COc3ccccc3Cl)o2)cc1 : 83, 77, 67, 94, 91, 82, 81, 71, 84

New compounds follow
SMILES | NCI-H460 | NCI-H322M | NCI/ADR-RES | NCI-H226 | COLO 205 | KM12 | NCI-H23 | NCI-H522 | IGROV1
CCOc1ccc(NC(=O)c2ccccc2-c2ccccc2C(=O)O)cc1 | 113 | 106 | 108 | 104 | 113 | 110 | 109 | 104 | 110
NNC(=O)c1c(Nc2ccccc2)nn(CC(O)c2ccccc2)c1N (stereo not drawn) | 104 | 94 | 101 | 90 | 101 | 97 | 90 | 95 | 94
C=CC(=O)Nc1cccc(-c2nc(SC)nc(NCCO)c2C#N)c1 | 100 | 105 | 104 | 96 | 123 | 99 | 95 | 79 | 97
CCOC(=O)CCCCCCCCCCBr | 116 | 85 | 106 | 107 | 102 | 100 | 108 | · | 95
Cc1c(Cc2cccc(C(F)(F)F)c2)sc2nc(=O)c3cn(C)nc3n12 | 98 | 78 | 92 | 81 | 101 | 65 | 102 | 69 | 95
COc1ccc(Cn2cc3c(c2-c2ccccc2)CC(C)(C)c2cnoc2-3)cc1 | 9.4* | 34 | 19 | 52 | 2.4* | 29 | 34 | 43 | 45
